NCI-60 one-dose screen, 48 h, at 10 µM unless noted. Numbers give growth in % (100 = growth as untreated, 0 = no growth, -100 = all killed).
MDA-MB-468 = MDA-MB-468 breast cancer | actives 8.5% (n = 78,000)
K-562 = K-562 leukemia; actives 7.4% (n = 78,000); AID 1794777
MDA-MB-435 = MDA-MB-435 melanoma | actives 7.8% (n = 82,000) | AID 1794794
MCF7 = MCF7 breast cancer; actives 6.3% (n = 82,000)
SR = SR leukemia cells. actives 8.7% (n = 73,000). AID 1794780
MOLT-4 = MOLT-4 leukemia cells; actives 6.9% (n = 80,000); AID 1794779
MDA-MB-231 = MDA-MB-231 breast cancer | actives 5% (n = 81,000) | AID 1794789
BT-549 = BT-549 breast cancer | AID 1794793 | actives 4.4% (n = 78,000)
The depositor's hits bear a star; . = not tested or not shown; [ ] = dose if it differs, or a comment. Rule for the calls: active = growth percent below 10; inactive = the rest.

SMILES,MDA-MB-231,K-562,BT-549,SR,MDA-MB-468,MCF7,MOLT-4,MDA-MB-435
O=C(CNc1ccc2c(c1)C(=O)c1ccccc1C2=O)Nc1ccc2c(c1)C(=O)c1ccccc1C2=O,-28*,-30*,-80*,-8.9*,-87*,-71*,-37*,-82*
C/C(=N/NC(=O)c1cc2ccccc2oc1=N)c1ccc(Cl)cc1,110,106,110,.,102,96,105,126
C=CCn1c(-c2nc3ccc(C(=C(C#N)C#N)c4ccccc4)cc3[nH]2)cc2cc(-c3ccccc3OC)ccc21,89,97,110,87,99,93,80,103
CCCCCN(CCCCC)CC(O)c1c(Cl)ccc2ccccc12 (centres undefined),40,62,105,33,79,72,54,84
OCC1(CO)CC=CCC1,123,97,105,89,97,99,95,97
CC(=O)NC1=NC(=O)/C(=C\c2cccc(Cl)c2Cl)N1C,100,101,91,98,98,85,96,100
COc1cnc2c(c1)C(=O)c1c-2n(CCCN2CCNCC2)c(=O)c2cc(F)ccc12,9.4*,-66*,4.7*,-13*,-28*,12,-16*,-41*
CC1CC2Oc3ccc(Cl)cc3C(=O)N2O1 (centres undefined),102,107,105,98,94,112,105,105
C/C(=N\NC(=O)CSc1nc(-c2cnccn2)cc(-c2cccs2)c1C#N)c1ccccc1,88,83,95,103,92,49,116,80
CCCCn1cnc2c(SCc3ccc([N+](=O)[O-])cc3)nc(N)nc21,82,60,90,38,81,91,24,98
Nc1cc2c(cc1Br)-c1c(C(=O)O)cccc1C2O (centres undefined),98,.,114,109,75,95,115,105
O=[N+]([O-])c1ccccc1/C=C/C=N/N=C/c1ccccc1O,78,90,76,71,.,64,60,102
CN(Cc1ccccc1)Cc1ccccc1,106,113,106,105,92,98,122,105
CC(=O)c1cc2ccc(OCC(=O)N3CCCCC3)cc2oc1=O,119,.,104,.,109,.,.,103
CC(=O)c1ccc(NC(=O)c2cc(-c3ccccc3Cl)oc2C)cc1,110,101,93,86,108,90,91,108
COc1ccc(NC(=O)Cn2cccc(Nc3ccccc3)c2=O)cc1,98,117,115,118,106,96,114,101
NS(=O)(=O)c1ccc(NCc2nc(NC(=O)c3ccncc3)c3ccccc3n2)cc1,69,114,102,93,108,98,87,105
Cc1ccnc(NC(=O)OC(C)C)c1,110,97,97,101,.,102,93,95
O=C(Nc1ccc(Oc2cccc(Cl)c2)c(Cl)c1)c1cnccn1,32,13,57,26,0.4*,20,26,-40*
Cc1ccc(OC(=O)c2ccc(N)cc2O)cc1,100,103,100,.,95,90,98,95
CCOC(=O)[C@@H](Cc1ccccc1)NC(=O)c1[nH]c2ccc(Cl)cc2c(=O)c1C,106,86,108,61,78,97,93,103
CCCCC(C=O)(C=C=C(C)C)CC (centres undefined),114,111,103,108,108,91,97,99
[O-][n+]1cccc(O)c1,116,99,105,106,101,99,94,106
CCN(CC)CC(C)(C)C(=O)/C=C/c1ccccc1,.,6.8*,46,.,-15*,5.5*,19,40
Cc1nc2sc(C(=O)Nc3cccc4ccncc34)c(N)c2cc1C(C)O (centres undefined),82,25,58,24,41,59,45,29
COc1ccc(/C=C2\C=C(c3ccc(Cl)c(Cl)c3)N(C(=O)c3ccccc3)NC2=O)cc1,74,95,88,76,115,79,78,93
N#CC1=C(Oc2ccc(Cl)cc2)NC2c3ccccc3Sc3ccccc3N2C1=N (centres undefined),76,74,104,.,98,95,.,102
Nc1ccn(C2CCCCO2)c(=O)n1 (centres undefined),112,114,111,104,104,108,103,109
CN1CCN(c2ccc(NC3=C(Cl)C(=O)c4ncccc4C3=O)cc2C#N)CC1,-4.9*,2.8*,96,3.5*,-65*,-60*,-11*,-93*
O=C(O)c1cc(=O)cc(C(=O)O)[nH]1,105,111,103,110,108,102,103,108
COc1ccc(-c2cc3c(ncn4nc(-c5ccccc5)nc34)o2)cc1,96,94,116,96,109,81,98,105
COc1ccc(-c2nsc3c2NC(=O)CC3c2cccc(Cl)c2)cc1 (centres undefined),52,10,37,8.0*,-6.4*,17,18,-12*
O=C(CSc1nc2ccccc2o1)Nc1ccc(-c2nc3ccccc3s2)cc1,96,96,93,.,76,74,107,109
O=c1[nH]c(=O)n(Cc2ccc(O)cc2)cc1F,104[50 µM],91[50 µM],101[50 µM],93[50 µM],101[50 µM],94[50 µM],106[50 µM],103[50 µM]
C=CCOc1ccccc1/C=C1\SC(=S)N(C2CC(=O)N(c3ccc(Cl)cc3)C2=O)C1=O (centres undefined),101,74,112,77,89,85,95,68
CCN(CC)CCSc1c2ccc(Cl)cc2nc2ccc(OC)cc12,52,9.4*,107,12,-18*,34,48,109
N#Cc1cccc(-c2cc(=O)c3cc(O)ccc3[nH]2)c1,110,104,107,103,98,97,102,101
O=C(NNc1ccccc1)NNc1ccccc1,110,95,91,.,95,100,100,99
O=C(CN1C=NC2C(N3CCOCC3)=NC=NC21)c1ccccc1 (centres undefined),100,106,105,114,110,99,105,102
CC(=O)c1ccc(OC(=O)c2cc(-c3ccc(S(C)(=O)=O)cc3)nc3ccccc23)cc1,84,101,.,.,119,93,99,102
CSc1nc(N)c(N=Nc2ccc(S(=O)(=O)Nc3nccs3)cc2)c(=O)[nH]1,116,92,103,91,104,99,96,99
C[C@H]1[C@H](C)CC[C@]2(C(=O)NCCCNCCCCNCCCN)CC[C@]3(C)C(=CC[C@@H]4[C@@]5(C)CCC(=O)C(C)(C)[C@@H]5CC[C@]43C)[C@H]12,100,111,116,108,88,98,116,104
C[C@@]1(N2C(=O)OC[C@@H]2c2ccccc2)C(=O)N([C@H](CC(=O)N2CCC(N3CCCCC3)CC2)C(=O)NCc2cccc(C(F)(F)F)c2)[C@@H]1/C=C/c1ccccc1,31,-41*,78,-38*,24,25,11,1.0*
C#CCOc1ccc(/C=N/Nc2nc(-c3ccccc3)cs2)cc1,95,86,110,93,89,65,46,43
COc1cc(C2CC(c3ccc(N(C)C)cc3)=NN2C(C)=O)cc(OC)c1OC (centres undefined),56,18,45,-17*,.,12,12,-66*
Clc1cc(Cl)cc(-c2nn3c(-c4cc(Cl)cc(Cl)c4Cl)nnc3s2)c1,89,76,100,101,.,72,104,91
NNc1nc2n(n1)C(CCl)CN2 (centres undefined),102,105,107,100,94,99,99,103
Nc1ccc2c(c1)/C(=N/O)c1ccccc1-2,116,92,101,81,118,108,70,103
Cn1cc(-c2csc(-c3ccccc3)n2)c2cccnc21,-43*[100 µM],1.4*[100 µM],-39*[100 µM],0.5*[100 µM],-34*[100 µM],-45*[100 µM],-8.4*[100 µM],-45*[100 µM]
N#CCSc1ncnc2nc[nH]c12,102,114,105,101,107,98,95,106
COc1ccc(-c2nc(-c3ccc(C(F)(F)F)cc3)nc3[nH]c(-c4ccccc4)cc23)cc1,77,90,83,84,71,73,92,100
COc1cc(/C=C/C(=O)/C=C(O)/C=C/c2ccc(OC(C)=O)c(OC)c2)ccc1OC(C)=O,88,39,65,54,78,25,80,27
CC(=O)Nc1nc(Cl)c2[nH]cnc2n1,103,112,107,95,101,97,94,103
COc1ccc(NC(=O)Cn2c3c(sc2=O)[C@H]2[C@@H](O)[C@@H](O)[C@H](O)[C@@H]2CS3)cc1,107,96,110,99,107,94,108,101
CCOC(=O)c1sc2ncnc(Nc3ccc4c(cnn4C(=O)Nc4ccc(C)c(Cl)c4)c3)c2c1C,96,102,102,79,95,88,96,100
Cc1ccc2c(c1)C(O)CCC2 (centres undefined),89,119,95,103,110,103,114,98
CC(C)c1ccc(/C=N\Nc2ccc([N+](=O)[O-])cn2)cc1,94,77,101,80,123,81,77,117
Cc1nc2ncccc2c(=O)n1-c1ccc(S(=O)(=O)Nc2ccccn2)cc1,94,112,108,109,91,94,117,107
O=c1c2ccccc2nnn1N1CCOCC1,99,97,99,.,.,94,103,116
O=C(Cc1nc2ccccc2[nH]c1=O)c1cccnc1,.,87,92,.,85,71,87,108

Reformatted with each value named: entries from further up.
C/C(=N/NC(=O)c1cc2ccccc2oc1=N)c1ccc(Cl)cc1
  MDA-MB-231 = 110	K-562 = 106	BT-549 = 110	SR = .	MDA-MB-468 = 102	MCF7 = 96	MOLT-4 = 105	MDA-MB-435 = 126
C=CCn1c(-c2nc3ccc(C(=C(C#N)C#N)c4ccccc4)cc3[nH]2)cc2cc(-c3ccccc3OC)ccc21
  MDA-MB-231 = 89	K-562 = 97	BT-549 = 110	SR = 87	MDA-MB-468 = 99	MCF7 = 93	MOLT-4 = 80	MDA-MB-435 = 103
CCCCCN(CCCCC)CC(O)c1c(Cl)ccc2ccccc12 (centres undefined)
  MDA-MB-231 = 40	K-562 = 62	BT-549 = 105	SR = 33	MDA-MB-468 = 79	MCF7 = 72	MOLT-4 = 54	MDA-MB-435 = 84
OCC1(CO)CC=CCC1
  MDA-MB-231 = 123	K-562 = 97	BT-549 = 105	SR = 89	MDA-MB-468 = 97	MCF7 = 99	MOLT-4 = 95	MDA-MB-435 = 97

(next part)
SMILES,MDA-MB-231,K-562,BT-549,SR,MDA-MB-468,MCF7,MOLT-4,MDA-MB-435
Cc1nc2ccc(OCc3cn(Cc4ccccc4)nn3)cc2c(=O)n1Cc1ccccc1,82,61,80,55,71,81,89,79
Cc1ccc(S(=O)(=O)OC2CCCCC2Br)cc1 (centres undefined),.,107,115,101,113,99,99,102
COc1ccc(-c2nc(N/N=C/c3ccc(O)c(OC)c3)nc(N3CCOCC3)c2C#N)cc1,84,93,106,68,111,82,70,106
CCC(C)[C@H](NC(=O)Nc1cc(C(F)(F)F)cc(C(F)(F)F)c1)C(=O)N[C@@H](Cc1cn(C)cn1)C(=O)OC (some centres undefined),-96*[100 µM],-68*[100 µM],-95*[100 µM],-38*[100 µM],-74*[100 µM],-60*[100 µM],-55*[100 µM],-92*[100 µM]
O=C1/C(=C/c2cccc([N+](=O)[O-])c2)Oc2ccc(O)c(O)c21,89,89,97,95,92,89,71,.
COc1ccc(/C=C/C(=O)Oc2ccc(/C=C/c3cc(OC(=O)/C=C/c4ccc(OC)c(OC)c4)cc(OC(=O)/C=C/c4ccc(OC)c(OC)c4)c3)cc2)cc1OC,101,56,82,75,96,71,69,94
COc1cc(O)c2c(c1)/C=C/C[C@H](O)[C@H](O)C(=O)/C=C\C[C@H](C)OC2=O,-7.7*,9.1*,-29*,-6.8*,-24*,0.8*,5.3*,-15*
O=C(OCCOCCOC(=O)Oc1ccccc1)Oc1ccccc1,96,94,116,82,112,97,92,113
C/C(=N\NC(=S)Nc1cccc(C)c1)c1cc2ccccc2oc1=O,97,93,128,90,98,85,96,98
OCc1cccs1,101,111,103,110,97,105,109,103
O=[N+]([O-])c1ccc(Cl)cc1/C=N\Nc1ccccn1,83,90,100,86,37,35,92,83
Cc1ccc(/C=C/C2=NN(c3ccc(S(N)(=O)=O)cc3)C(c3ccc(C)o3)C2)o1 (centres undefined),96,102,17,118,106,67,94,105
CCN=C1C=CC(=C(c2ccc(N)cc2)c2ccc(N(CC)CC)c(C)c2)C=C1,-18*,3.6*,-32*,-18*,-33*,-12*,-4.1*,-41*
COc1cc(C=O)ccc1OC1OC(COC(C)=O)C(OC(C)=O)C(OC(C)=O)C1OC(C)=O (centres undefined),101,116,102,61,100,97,110,107
C/C(Cc1ccc(Cl)cc1)=C(\c1ccc(OCCCN(C)C)cc1)c1ccc(OC(=O)C2CCCCC2)cc1,106,112,112,88,106,80,81,107
[N-]=[N+]=C1C(=O)NC(=O)N2C3CC(O)C(COC12)O3 (centres undefined),104,113,108,108,106,107,98,124
CC(C)(C)OC(=O)NCC(=O)N1CCC[C@H]1C(=O)OC/C=C/c1ccccc1,100,96,95,97,109,.,103,103
Brc1c(-c2nc(-c3ccccc3)c(-c3ccccc3)[nH]2)sc2ccccc12,78,77,85,85,75,63,63,94
CCOC(=O)c1cn(CCN2CCCC2)c2nc(NCc3ccc(OC)c(OC)c3)nn2c1=O,100,106,106,95,108,96,98,108
CC1(C)OC2C(CO[Si](C)(C)C(C)(C)C)OC(n3c(I)c(C#C[Si](C)(C)C)c(=O)[nH]c3=O)C2O1 (centres undefined),98,67,118,64,.,106,13,83
COc1cc(/C=C2\SC(=O)NC2=O)ccc1OCC(=O)Nc1ccc(C(=O)/C=C/c2cc3ccccc3nc2Cl)cc1,89,49,73,28,61,21,51,84
O=c1ccncn1C1OC(CO)C(O)C1O (centres undefined),115,83,103,107,.,99,94,101
CCCCCCCCCCCCCCCCCC[n+]1ccc2c(C)c3c(c(C)c2c1)c1cc(O)ccc1n3CC,19,9.4*,-11*,12,-18*,28,19,-53*
CCOC(=O)C(NC(C)=O)/C(C)=N\Nc1ccc([N+](=O)[O-])cc1[N+](=O)[O-] (centres undefined),112,120,99,134,.,100,123,107
Cc1cn(CC(C)C)c(=O)[nH]c1=O,104,102,110,86,102,92,94,108
CCN(CC)c1ccc2c(c1)Oc1nc(N)c(C#N)c(N)c1C2Sc1ccc(OC)cc1 (centres undefined),-0.6*,13,-0.4*,-9.3*,-35*,0.3*,2.5*,-27*
COc1cc(Nc2ncccc2C(=O)NCc2cn(Cc3cccc(Oc4ccccc4)c3)nn2)cc(OC)c1OC,56,61,65,65,56,71,53,68
COc1cc(CNc2nnc(C)c(C)n2)ccc1O,109,112,100,95,97,97,112,107

An excerpt of these results, with each value named:
smiles: N#CCSc1ncnc2nc[nH]c12
- MDA-MB-231: 102
- K-562: 114
- BT-549: 105
- SR: 101
- MDA-MB-468: 107
- MCF7: 98
- MOLT-4: 95
- MDA-MB-435: 106
smiles: COc1ccc(-c2nc(-c3ccc(C(F)(F)F)cc3)nc3[nH]c(-c4ccccc4)cc23)cc1
- MDA-MB-231: 77
- K-562: 90
- BT-549: 83
- SR: 84
- MDA-MB-468: 71
- MCF7: 73
- MOLT-4: 92
- MDA-MB-435: 100
